Assay outcomes from PubChem BioAssay.
UBC9 SUMO inh: blocks human SUMOylation mediated by UBC9. P63279. inhibition, % at 35 µM. HTRF SUMOylation assay, SAE1/SAE2 + UBC9, in vitro. 290,000 compounds, 0.36% hits; in the data active = inhibition above about 50%, passing the limit was not always enough; note: strong numbers were not always called active
DNA FID counter: fluorescent intercalator displacement, NS3 helicase counter-screen; DNA fluorescent intercalator displacement, fluorescence; inhibition, % at 7.9 µM; 290,000 compounds, 0.17% hits; AID 1845; in the data active = inhibition above about 37%;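 note: 0% = vehicle and 100% = reference compound; higher means more ethidium bromide displaced from hairpin DNA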
MEKK2 WT-MEK5: raises or lowers MEK5 binding to wildtype human MEKK2 PB1 domain | binding response (% of control), % at 10 µM | bead flow cytometry, Alexa488-MEK5 binding to MEKK2 WT; actives lie on both sides | Q9Y2U5 | 290,000 compounds, 1.1% hits; in the data active = binding response below about 67% or above about 130%
HCV NS3 hel inh: HCV NS3 helicase inhibition | AID 1800 | 290,000 compounds, 0.56% hits | inhibition, % at 10.9 µM | NS3 helicase DNA unwinding, Cy5 molecular beacon fluorescence;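 active = inhibition above the mean of all tested compounds plus 3 SD, set per campaign, cut at about 35% in these data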;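 note: 0% = DMSO wells and 100% = thioflavine S control wells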
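test system = hepatitis C virus NS3 helicase domain fragment enzyme | reagent = annealed dual-labelled DNA beacon duplex, ATP-started | times = 1 h at 25 °C | detection = Cy5 fluorescence, 0 and 60 min reads | read-out basis = percent inhibition from t60/t0 fluorescence ratio | control set = DMSO and thioflavine S | replication = one well per compound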
CRFR2-BP ag: agonists of human CRF-binding protein/CRF-R2 receptor complex; activation, % at 13.2 µM; HEK293 CRF-R2/CRF-BP, calcium dye fluorescence (FLIPR); percent of saturating CRF peptide response; 350,000 compounds, 0.46% hits;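 active = activation of at least 50%, plus an integration ratio under a set limit after plate pattern correction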;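 note: plate controls were neutral control wells without compound for no effect and CRF at EC100 for full effect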
CRFR2-BP antag: blocks CRF-induced signaling of the CRF-BP/CRF-R2 complex | HEK293 CRF-R2/CRF-BP, CRF-induced calcium fluorescence | inhibition, % at 11.8 µM | 350,000 compounds, 0.59% hits | AID 588475;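 active = inhibition of the ligand-induced calcium signal above about 50% at the single tested concentration, limit read from the data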
MEKK3 PB1 HTS: modulators (inhibitors or enhancers) of MEK5 binding to human MEKK3 PB1 domain; Q99759; bead-based flow cytometry, Alexa488-MEK5 binding to MEKK3; actives lie on both sides; 0 = blocked by unlabeled MEK5, 100 = vehicle; binding response (% of control), % at 10 µM; 290,000 compounds, 1.4% hits;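 active = binding response more than 3 SD above or below the average of its plate-row segment, actives on both sides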;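 note: Alexa488 bead fluorescence after subtracting the streptavidin-only scavenger bead signal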
Target sequence (Q99759 whole entry, looked up, the tested form may be a part): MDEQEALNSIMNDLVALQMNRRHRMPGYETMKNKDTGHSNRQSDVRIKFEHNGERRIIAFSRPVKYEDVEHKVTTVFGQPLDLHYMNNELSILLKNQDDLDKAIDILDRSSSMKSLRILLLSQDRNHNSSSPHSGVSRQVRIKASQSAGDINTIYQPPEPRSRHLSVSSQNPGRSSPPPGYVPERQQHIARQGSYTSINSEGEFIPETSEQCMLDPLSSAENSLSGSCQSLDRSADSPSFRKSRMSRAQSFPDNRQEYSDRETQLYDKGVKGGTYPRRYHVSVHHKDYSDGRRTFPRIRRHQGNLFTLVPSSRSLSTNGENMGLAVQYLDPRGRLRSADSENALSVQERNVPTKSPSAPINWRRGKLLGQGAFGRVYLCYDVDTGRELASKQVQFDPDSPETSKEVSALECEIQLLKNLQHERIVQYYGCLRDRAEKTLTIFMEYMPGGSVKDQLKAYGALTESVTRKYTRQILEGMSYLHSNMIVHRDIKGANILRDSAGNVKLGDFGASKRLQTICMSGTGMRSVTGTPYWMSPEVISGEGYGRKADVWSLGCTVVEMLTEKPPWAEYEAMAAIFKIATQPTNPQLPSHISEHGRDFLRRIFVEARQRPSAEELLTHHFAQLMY
GalR3 antag: human GalR3 antagonism. O60755. 360,000 compounds, 0.44% hits. inhibition, % at 3 µM. HEK293 GalR3-CNG cAMP membrane potential fluorescence; galR3 body fused to GalR1 C-terminus;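 active = inhibition above the screen-wide average plus 3 SD, cut at about 13% in these data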;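 note: forskolin and galanin both at EC90 stimulate the cells; cAMP rise reported by CNG channel membrane potential dye signal; 0% = forskolin plus galanin with DMSO and 100% = forskolin alone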
Target sequence (O60755 1-299 limits assumed): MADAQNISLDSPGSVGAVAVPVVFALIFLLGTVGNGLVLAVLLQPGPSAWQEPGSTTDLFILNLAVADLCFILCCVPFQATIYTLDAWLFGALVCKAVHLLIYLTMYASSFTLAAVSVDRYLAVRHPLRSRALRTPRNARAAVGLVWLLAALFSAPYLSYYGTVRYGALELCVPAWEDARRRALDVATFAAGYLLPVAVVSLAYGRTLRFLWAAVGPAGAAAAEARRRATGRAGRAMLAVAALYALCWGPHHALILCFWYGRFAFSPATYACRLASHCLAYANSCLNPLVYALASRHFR
MEKK2 mut-MEK5: signal of MEK5 binding to mutant human MEKK2 PB1 domain; bead flow cytometry, Alexa488-MEK5 binding to MEKK2 mutant; percent response, % at 10 µM; 290,000 compounds, 0.35% hits; AID 1530; in the data active = percent response above about 24%, passing the limit was not always enough; note: inactives centre near 1; some results filed as inactive read as strong as hits
* = called active by the depositor; x = no result given.

SMILES	UBC9 SUMO inh	DNA FID counter	MEKK2 WT-MEK5	HCV NS3 hel inh	CRFR2-BP ag	CRFR2-BP antag	MEKK3 PB1 HTS	GalR3 antag	MEKK2 mut-MEK5
CC(Sc1nc(C(C)(C)C)cc(-c2ccccc2)c1C#N)C(=O)Nc1ccccc1 (centres undefined)	4	-3	102	4	13	21	102	-4	2
CN(C)CCOC(=O)c1ccc2c(c1)S(=O)(=O)c1ccccc1C2=O	20	1	109	-1	-0.8	6	104	-4	9
CCOC(=O)c1c(C)sc2c1N(C(=O)CN(CC)CC)c1ccccc1S2	-18	19	99	-13	0.5	12	87	-7	2
C/C(O)=C\c1nc(=O)c2c(C)cc(C)nc2n1-c1ccccc1	22	-3	100	2	1.7	2	103	3	4
O=C1Nc2ccccc2C12OC1CCCCC1O2 (centres undefined)	-8	-1	97	6	-0.6	8	97	-9	0
CCc1nnc(NC(=O)c2ccc3c(c2)C(=O)N(C(C)(C)C)C3=O)s1	16	-4	104	5	0.0	-62	100	-4	0
COc1ccccc1OCCN1C(=O)S/C(=C\c2ccco2)C1=O	1	-16	100	20	5.1	9	103	-1	3
CC(=O)Nc1cc(C(=O)N2CCN(C)CC2)ccc1S(=O)(=O)c1ccc(C)cc1	14	6	94	10	1.6	-18	95	-3	3
COc1cc(-c2noc(C)c2/C=C/c2ccc(OC(C)=O)cc2)cc(OC)c1OC	-8	-33	102	-36	0.4	12	102	4	0
CSc1ccc(S(=O)(=O)N2CCC(C(=O)Nc3ccccc3C(F)(F)F)CC2)cc1	6	-39	99	-8	0.5	1	100	-9	1
O=C(CCC(=O)OCC(=O)c1cccc([N+](=O)[O-])c1)Nc1ccccc1Cl	-2	3	99	3	-0.2	10	98	-4	-1
COc1ccc(-c2csc3nc(C)nc(N4CCN(C(C)=O)CC4)c23)cc1OC	7	-41	105	0	-0.3	7	108	-4	-2
O=C(O)c1ccnc(SCC(=O)c2ccccc2)c1	4	2	93	4	0.1	-2	90	4	-4
Cc1ccc(NC(=O)CC2SC(=Nc3ccc(O)cc3)NC2=O)cc1 (centres undefined)	7	-7	115	4	-1.7	-15	133*	-5	0
CCOC(=O)NC(=O)COC(=O)c1cccc2ccccc12	9	-3	99	1	6.9	0	97	1	-1
O=C(CSc1nc2c(cnn2-c2ccc(F)cc2)c(=O)[nH]1)N1CCCCCC1	17	-1	98	-4	-0.5	0	96	0	-7
CC(C)(C)NC(=O)NC(=O)COC(=O)CCC1CCCCC1	-16	-24	106	-3	0.2	-11	104	-2	2
O=C(CCNC(=O)c1ccccc1Cl)N/N=C\c1ccc(O)cc1	15	-10	97	6	-3.1	15	99	-5	-4
Cn1cccc1/C=N/NC(=O)C12CC3CC(CC(C3)C1)C2	-7	-2	104	-3	0.7	9	96	-3	1
COc1ccc(CCNC(=O)C2CC3Cn4c(nc5cc6ccccc6cc54)C3N2C)cc1 (centres undefined)	-2	x	105	x	-2.7	2	94	-4	3
CCOC(=O)c1c(C)[nH]c(C(=O)C(C)Sc2ccc(Cl)cc2)c1C (centres undefined)	-33	-19	100	-5	1.3	17	103	-5	9
O=C(NC(=S)Nc1cccc2c(O)cccc12)c1ccco1	58	-3	93	16	4.6	1	99	-3	-5
Cc1ccc(-n2ncc3c(NCCCN4CCOCC4)ncnc32)c(C)c1	10	4	112	4	-2.7	8	109	-2	14
COC(=O)c1sccc1NC(=O)Nc1ccc(C)c(C)c1	-9	-18	96	-7	0.5	-15	101	-4	-2
COc1ccc(OC)c(NC(=O)CSc2nnnn2-c2ccc3c(c2)OCO3)c1	9	-6	116	-2	1.1	12	128*	-2	12

Quoted from the entries so far (15 entries):
SMILES	UBC9 SUMO inh	DNA FID counter	MEKK2 WT-MEK5	HCV NS3 hel inh	CRFR2-BP ag	CRFR2-BP antag	MEKK3 PB1 HTS	GalR3 antag	MEKK2 mut-MEK5
O=C1Nc2ccccc2C12OC1CCCCC1O2 (centres undefined)	-8	-1	97	6	-0.6	8	97	-9	0
CCc1nnc(NC(=O)c2ccc3c(c2)C(=O)N(C(C)(C)C)C3=O)s1	16	-4	104	5	0.0	-62	100	-4	0
COc1ccccc1OCCN1C(=O)S/C(=C\c2ccco2)C1=O	1	-16	100	20	5.1	9	103	-1	3
CC(=O)Nc1cc(C(=O)N2CCN(C)CC2)ccc1S(=O)(=O)c1ccc(C)cc1	14	6	94	10	1.6	-18	95	-3	3
COc1cc(-c2noc(C)c2/C=C/c2ccc(OC(C)=O)cc2)cc(OC)c1OC	-8	-33	102	-36	0.4	12	102	4	0
CSc1ccc(S(=O)(=O)N2CCC(C(=O)Nc3ccccc3C(F)(F)F)CC2)cc1	6	-39	99	-8	0.5	1	100	-9	1
O=C(CCC(=O)OCC(=O)c1cccc([N+](=O)[O-])c1)Nc1ccccc1Cl	-2	3	99	3	-0.2	10	98	-4	-1
COc1ccc(-c2csc3nc(C)nc(N4CCN(C(C)=O)CC4)c23)cc1OC	7	-41	105	0	-0.3	7	108	-4	-2
O=C(O)c1ccnc(SCC(=O)c2ccccc2)c1	4	2	93	4	0.1	-2	90	4	-4
Cc1ccc(NC(=O)CC2SC(=Nc3ccc(O)cc3)NC2=O)cc1 (centres undefined)	7	-7	115	4	-1.7	-15	133*	-5	0
CCOC(=O)NC(=O)COC(=O)c1cccc2ccccc12	9	-3	99	1	6.9	0	97	1	-1
O=C(CSc1nc2c(cnn2-c2ccc(F)cc2)c(=O)[nH]1)N1CCCCCC1	17	-1	98	-4	-0.5	0	96	0	-7
CC(C)(C)NC(=O)NC(=O)COC(=O)CCC1CCCCC1	-16	-24	106	-3	0.2	-11	104	-2	2
O=C(CCNC(=O)c1ccccc1Cl)N/N=C\c1ccc(O)cc1	15	-10	97	6	-3.1	15	99	-5	-4
Cn1cccc1/C=N/NC(=O)C12CC3CC(CC(C3)C1)C2	-7	-2	104	-3	0.7	9	96	-3	1

(next part)
SMILES	UBC9 SUMO inh	DNA FID counter	MEKK2 WT-MEK5	HCV NS3 hel inh	CRFR2-BP ag	CRFR2-BP antag	MEKK3 PB1 HTS	GalR3 antag	MEKK2 mut-MEK5
CCOC(=O)C(CC)n1nc(C)n2c(cc3sccc32)c1=O (centres undefined)	-8	-8	112	5	-0.3	-42	106	x	5
CC(=O)Nc1ccc(N2CCN(C(C)=O)CC2)cc1	12	-1	98	1	-0.8	7	102	-4	1
CCCn1c(NCc2ccccc2NS(=O)(=O)c2ccc(C)cc2)nc2ccccc21	-18	1	115	-11	-0.4	-9	104	-7	0
COC(=O)c1sccc1NC(=O)c1ccoc1C	7	-6	107	-5	0.3	27	108	-3	3
COc1ccccc1C1Nc2cccc3cccc(c23)N1	52	-4	99	9	8.1	6	100	-1	-9
CC1CN(C(=O)CSc2nnc(-c3ccc(Cl)cc3)n2C)CC(C)O1 (centres undefined)	-12	-8	92	0	-0.9	0	93	-7	-5
COc1ccc(N2CCN(CC(=O)N3CCC(C)CC3)CC2)cc1	11	-10	104	7	-0.6	21	102	4	-3
O=C(COC(=O)c1cccs1)NCc1ccccc1	14	-5	107	3	4.4	28	104	-4	4
CC(Cn1cncn1)NC(=O)c1cc(COc2cccc(C(F)(F)F)c2)on1 (centres undefined)	-2	-15	102	10	-4.6	-3	99	2	7
CC(=O)Nc1cccc(NC(=S)Nc2ccc(F)cc2F)c1	18	1	95	1	-1.9	21	100	-3	-4
CC(C)(C)OC(=O)NC(Cc1ccccc1)C(=O)N1CCC(C(=O)NCC(=O)Nc2ccc(F)cc2)CC1 (centres undefined)	0	-60	100	-3	6.7	67*	98	1	-1
Cc1ccc(N(C(=O)CC2NC(=O)NC2=O)C2(C(=O)NC3CCCC3)CCCCC2)cc1 (centres undefined)	-3	-34	x	-1	0.7	-4	x	-1	x
CC(=O)Nc1ccccc1NC(=O)CC(C)(C)C	-8	3	102	0	-4.0	28	103	-3	1
CC(C)(C)c1ccc(C(=O)Nc2sc3c(c2C(=O)O)CCC3)cc1	31	4	95	23	1.9	-38	95	-5	-2
Cc1cccnc1NC(=O)C1CCN(S(=O)(=O)c2ccc3c(c2)CCC(=O)N3)CC1	21	-1	101	2	-0.7	1	101	1	2
COc1ccc(NC(=S)N2CCC(C(=O)N3CCCCCC3)CC2)cc1	-3	-2	91	33	0.1	12	91	-3	-6
Cc1ccnc2nc(C(=O)NCc3ccccc3)nn12	-8	-5	100	17	-3.1	6	102	3	-1
Cc1c(NC2=CC(=O)CC(C)(C)C2)ccc([N+](=O)[O-])c1C	-1	-5	113	4	1.5	-1	112	-5	-1
COc1ccc(C(=O)NC2CC2)cc1OC1CCN(Cc2ccccc2)CC1	-8	6	101	-5	-1.2	9	101	1	-6
C/C(=N/NC(=O)c1ccn(C)n1)c1ccncc1	16	-2	102	5	0.5	-6	106	7	5
COc1ccc(C(=O)NC(Cc2ccccc2)c2ccc3c(c2)OCCCO3)cc1 (centres undefined)	-3	-24	101	4	1.6	45	107	-4	2
CNc1c([N+](=O)[O-])ncn1C	17	0	103	-4	-5.1	21	103	-2	5
O=[N+]([O-])c1cccc(-c2n[nH]c(=S)n2-c2ccccc2)c1	-2	-2	102	-12	-1.6	10	110	x	4
Cc1nn(Cc2ccccc2Cl)c(C)c1NC(=O)CSc1n[nH]c(C)c1[N+](=O)[O-]	9	0	112	2	x	x	102	x	16
C=CCn1c(CNS(=O)(=O)c2ccc(Br)cc2)nnc1SC	7	-10	99	16	-0.7	12	101	-1	0

Entries of single compounds, looked up by structure. Order of screens: UBC9 SUMO inh, DNA FID counter, MEKK2 WT-MEK5, HCV NS3 hel inh, CRFR2-BP ag, CRFR2-BP antag, MEKK3 PB1 HTS, GalR3 antag, MEKK2 mut-MEK5
Shown for CNc1c([N+](=O)[O-])ncn1C = 17, 0, 103, -4, -5.1, 21, 103, -2, 5
Shown for CCOC(=O)c1c(C)[nH]c(C(=O)C(C)Sc2ccc(Cl)cc2)c1C (centres undefined) = -33, -19, 100, -5, 1.3, 17, 103, -5, 9

(listing goes on)
SMILES	UBC9 SUMO inh	DNA FID counter	MEKK2 WT-MEK5	HCV NS3 hel inh	CRFR2-BP ag	CRFR2-BP antag	MEKK3 PB1 HTS	GalR3 antag	MEKK2 mut-MEK5
Cc1nc(N)nc(SCc2ccc([N+](=O)[O-])cc2)c1N	21	-7	101	-17	-0.5	12	102	-12	0
Cc1ccc(C)c(C2C(C#N)=C(N)Oc3cc(C)oc(=O)c32)c1 (centres undefined)	-13	2	101	-3	-0.5	-1	107	-6	-3
CCOC(=O)c1cc(C#N)c(N2CCN(C(=O)c3cccc(C(F)(F)F)c3)CC2)nc1C(F)(F)F	18	-26	85	-2	8.2	-2	94	-3	-18
O=C(CN1C(=O)S/C(=C\c2ccc(O)cc2)C1=O)c1ccccc1	-16	6	95	-9	8.4	-51	100	0	-1
O=C(Nc1ccnn1C1CCN(Cc2ccn[nH]2)CC1)c1ccccc1	12	-2	116	9	-1.1	-12	109	-2	15
Cn1nnc(NC(=S)NC(=O)c2ccco2)n1	-10	5	102	17	-0.5	33	106	-3	0

These rows are one share of the data; rates above refer to the full screens.
